# MEKK2mut PB1 HTS: MEK5 binding signal on mutant MEKK2 PB1, primary screen, biochemical, multiplex bead flow cytometry, Alexa488-MEK5; AID 1530, 2009; percent response, % at 10 µM; Alexa488-MEK5 binding to MEKK2 mutant; actives 0.35% (n = 290,000); in the data active = percent response above about 24%, passing the limit was not always enough; note: inactives centre near 1; some results filed as inactive read as strong as hits; reference of the scale not given here
# V1R ag counter: agonists of human V1a receptor, primary screen, counter-screen for OXTR agonist project, fluorescence, CHO-V1R cells | Fluo-8 calcium fluorescence, agonist mode; 0% DMSO, 100% 3 nM vasopressin | activation, % at 3 µM | actives 0.25% (n = 320,000) | AID 2797, 2010;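 active = activation above the mean activation of all tested compounds plus 3 SD, per screening run, cut at about 20% in these data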;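 note: signal is peak over basal fluorescence ratio across a 100 second FLIPR read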
# Target sequence (P37288 whole entry, looked up): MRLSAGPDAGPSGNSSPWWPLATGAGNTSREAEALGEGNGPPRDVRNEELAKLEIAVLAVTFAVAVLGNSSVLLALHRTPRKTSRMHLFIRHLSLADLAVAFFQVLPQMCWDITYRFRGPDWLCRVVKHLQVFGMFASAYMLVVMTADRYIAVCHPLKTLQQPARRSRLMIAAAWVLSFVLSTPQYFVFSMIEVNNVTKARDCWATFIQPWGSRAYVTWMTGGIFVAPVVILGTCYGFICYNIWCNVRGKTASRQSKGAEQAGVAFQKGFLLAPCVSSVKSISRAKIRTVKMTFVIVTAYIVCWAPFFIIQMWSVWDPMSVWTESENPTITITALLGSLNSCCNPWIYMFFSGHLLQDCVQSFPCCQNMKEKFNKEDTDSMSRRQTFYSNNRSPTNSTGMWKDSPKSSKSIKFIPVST
# GalR3 antag: GalR3 antagonists in HEK293 cells, primary screen, cell-based, fluorescence readout; actives 0.44% (n = 360,000); HEK293 GalR3-CNG cAMP membrane potential fluorescence; galR3 body fused to GalR1 C-terminus; Galanin receptor type 3 (Homo sapiens), O60755; inhibition, % at 3 µM;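 active = inhibition above the screen-wide average plus 3 SD, cut at about 13% in these data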;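 note: forskolin and galanin both at EC90 stimulate the cells; cAMP rise reported by CNG channel membrane potential dye signal; 0% = forskolin plus galanin with DMSO and 100% = forskolin alone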
# MEKK3 PB1 HTS: modulators of MEKK3-MEK5 PB1 binding, primary screen, biochemical, wildtype MEKK3, multiplex bead flow cytometry, Alexa488-MEK5. bead-based flow cytometry, Alexa488-MEK5 binding to MEKK3; actives lie on both sides; 0 = blocked by unlabeled MEK5, 100 = vehicle. actives 1.4% (n = 290,000). binding response (% of control), % at 10 µM. AID 1529, 2009;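 active = binding response more than 3 SD above or below the average of its plate-row segment, actives on both sides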;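 note: Alexa488 bead fluorescence after subtracting the streptavidin-only scavenger bead signal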
# OXTR agonist: human OXTR agonists, primary screen, fluorescence, CHO-OTR cells, Fluo-8 calcium. actives 0.32% (n = 320,000). activation, % at 3 µM. Fluo-8 calcium fluorescence; normalized: DMSO 0%, oxytocin 100%. Oxytocin receptor (Homo sapiens), P30559;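 active = activation above the mean of all tested compounds plus 3 SD, cutoff set per screening run, cut at about 20% in these data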;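 note: peak over basal fluorescence ratio from a 100 s FLIPR kinetic read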
# MEKK2wt PB1 HTS: modulators of MEK5 binding to wildtype MEKK2, primary screen, biochemical, multiplex bead flow cytometry, Alexa488-MEK5; binding response (% of control), % at 10 µM; Mitogen-activated protein kinase kinase kinase 2 (Homo sapiens), Q9Y2U5; Alexa488-MEK5 binding to MEKK2 WT; actives lie on both sides; actives 1.1% (n = 290,000); in the data active = binding response below about 67% or above about 130%
# NALP1 inh: NALP1 inflammasome inhibitors in reconstituted yeast, colorimetric, S. cerevisiae, triplicate retest; inhibition, % at 10 µM; actives 0.61% (n = 280,000); AID 2071, 2009; S. cerevisiae NALP1/ASC/caspase-1 growth, X-gal OD620, 72 h; in the data active = inhibition mostly above about 24%, no sharp cut-off; inactive = mostly below about 32%; note: some compounds called inactive have numbers as strong as hits
# PHOSPHO1 block: PubChem AID 1565 | Phosphoethanolamine/phosphocholine phosphatase (Homo sapiens), Q8TCT1 | recombinant PHOSPHO1, absorbance phosphatase assay | inhibition, % at 13.3 µM | actives 1.1% (n = 290,000); in the data active = inhibition above about 60%
# Target sequence (Q8TCT1 whole entry, looked up): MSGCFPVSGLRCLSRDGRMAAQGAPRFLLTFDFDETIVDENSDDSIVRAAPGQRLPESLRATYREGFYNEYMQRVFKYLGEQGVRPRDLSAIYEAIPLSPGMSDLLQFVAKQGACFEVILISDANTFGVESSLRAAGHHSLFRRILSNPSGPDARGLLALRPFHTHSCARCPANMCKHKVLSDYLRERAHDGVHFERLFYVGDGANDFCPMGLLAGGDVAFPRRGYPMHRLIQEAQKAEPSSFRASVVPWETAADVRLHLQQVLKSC
# GPR7 antagonist: GPR7 receptor antagonists, primary screen, cell-based, fluorescence, single concentration | Neuropeptides B/W receptor type 1 (Homo sapiens), P48145 | GPR7-expressing cells, fluorescence antagonist assay | inhibition, % at 4.4 µM | actives 1.1% (n = 290,000) | AID 1861, 2009; in the data active = inhibition above about 16%, passing the limit was not always enough;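 note: cells stimulated with the agonist NPW; 0% = agonist with vehicle and 100% = vehicle without agonist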
# Target sequence (P48145 whole entry, looked up): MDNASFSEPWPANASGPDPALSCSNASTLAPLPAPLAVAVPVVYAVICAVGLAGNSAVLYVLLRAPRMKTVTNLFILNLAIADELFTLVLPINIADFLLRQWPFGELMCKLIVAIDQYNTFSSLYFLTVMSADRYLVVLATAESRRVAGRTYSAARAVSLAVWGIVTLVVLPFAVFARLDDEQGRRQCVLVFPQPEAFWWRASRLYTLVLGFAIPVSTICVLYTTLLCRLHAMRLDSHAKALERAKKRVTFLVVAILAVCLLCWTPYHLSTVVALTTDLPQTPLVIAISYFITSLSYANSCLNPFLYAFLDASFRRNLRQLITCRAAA
# The depositor's hits bear a star; . = no result given.
SMILES,MEKK2mut PB1 HTS,V1R ag counter,GalR3 antag,MEKK3 PB1 HTS,OXTR agonist,MEKK2wt PB1 HTS,NALP1 inh,PHOSPHO1 block,GPR7 antagonist
COc1ccccc1C(=O)N/N=C/c1c[nH]c2ccccc12,8.0,0.7,-9.7,108.0,0.9,110.0,-1.5,.,0.5
Cc1nn(CCC(=O)N2CCN(S(=O)(=O)c3ccccc3)CC2)c(C)c1C,1.0,1.5,7.1,102.0,0.9,100.0,-6.1,31.0,-11.7
O=C(Nc1ccc2c(c1)OCCO2)C1CCC1,3.0,-0.1,-5.3,97.0,-0.1,102.0,12.2,37.5,-3.4
COCCNC(=S)N(CCCO)Cc1cc2cc3c(cc2[nH]c1=O)OCCO3,19.0,0.3,-4.9,114.0,0.4,113.0,2.4,8.3,-7.4
COc1ccc(CNc2ccc3c(c2)ncn3C)cc1OC,4.0,0.3,-5.9,105.0,-0.3,105.0,-3.2,34.0,-8.2
Cc1cc2c(c(N)n1)c(=O)oc1ccccc12,6.0,0.3,-2.3,110.0,0.7,112.0,8.3,6.7,-2.3
CCOC(=O)C1CCN(Cc2cnc(Oc3ccc(Cl)cc3C)s2)CC1,1.0,0.4,-0.2,104.0,0.1,101.0,13.4,27.6,-7.7
O=C(Nc1nc(=S)ss1)c1ccc(Cl)cc1Cl,4.0,0.5,-5.0,111.0,0.0,115.0,-1.3,33.8,1.1
CC(C)Oc1ccc(C(=O)N2CCCC2C(=O)O)cc1 (configuration not stated),3.0,0.2,-6.1,102.0,1.4,103.0,11.7,20.1,-5.4
Cc1cc(/C=C(\C#N)C(=O)NCCc2c[nH]c3ccccc23)c(C)n1C,-2.0,0.0,-4.7,108.0,1.0,99.0,18.7,-2.5,7.5
CC(C)C1Oc2ccccc2N(CC(=O)NC2CCCCC2)C1=O (configuration not stated),1.0,-0.9,-9.2,101.0,-1.7,99.0,-3.4,32.5,9.7
O=C(CN(CCO)c1ccccc1)Nc1cccc(S(=O)(=O)N2CCCC2)c1,4.0,1.9,-4.0,101.0,1.9,102.0,18.7,0.3,-5.5
COc1cc(C)c2occ(/C(C)=N\O)c2c1,0.0,-0.6,-5.2,101.0,0.9,96.0,-4.3,8.7,3.2
COc1ccccc1/C=C/C(=O)Nc1cccc(C(C)=O)c1,-5.0,-0.6,-4.5,96.0,-2.1,95.0,5.8,68.6*,-2.8
Cc1nc(NC(=S)NC(=O)c2ccccc2)sc1C,-6.0,0.2,-5.8,98.0,-0.6,94.0,17.2,1.5,4.2
C/C=C\C=C/C(=O)Nc1cccc(C2=NOC3(C2)C[C@@H](C(N)=O)N(C(=O)COc2ccc(Cl)cc2)C3)c1 (some centres not stated),2.0,1.0,0.1,95.0,-0.6,97.0,.,17.7,.
CCCCc1ccc(S(=O)(=O)Nc2cc(C)on2)cc1,1.0,0.9,-9.0,96.0,0.1,100.0,27.2,52.7,-11.8
CCOc1ccc(-c2c(=O)n(OCc3ccccc3Br)c3ccccc3[n+]2[O-])c(OCC)c1,1.0,-0.6,-7.3,105.0,-1.6,104.0,1.7,21.3,1.4
O=C(C1COc2ccccc2O1)N1CCN(c2nc3ccccc3s2)CC1 (configuration not stated),8.0,5.8,-4.1,105.0,4.4,107.0,7.8,17.4,-5.7
Cc1[nH]c(=O)[nH]c(=O)c1S(=O)(=O)N1CCCC(C(=O)NCc2ccco2)C1 (configuration not stated),5.0,2.3,-2.4,105.0,2.9,106.0,-7.7,4.4,8.3
O=C(CCc1ccccc1)NNC(=S)NCc1ccc(Cl)cc1,-4.0,-0.5,-0.8,101.0,-0.1,93.0,-7.0,-79.9,-18.1
COc1cc(OC)cc(C(=O)NC(=S)Nc2ccc(NC(=O)c3ccco3)cc2)c1,-1.0,0.1,-6.3,128.0,-1.7,101.0,33.9,4.9,-6.5
CCC(CC)NC(=O)COC(=O)c1ccc(OCC(=O)Nc2ccccc2OC)c(OC)c1,-2.0,-0.4,-3.5,93.0,-0.5,96.0,-8.1,6.7,5.4
Cc1ccc(C)c(NC(=O)CN(C)S(=O)(=O)c2ccc(F)cc2)c1,9.0,0.2,2.8,109.0,1.2,112.0,10.6,23.2,0.4
CC(=O)Nc1ccc(OCC(O)CN2CCN(c3cc(Cl)ccc3C)CC2)cc1 (configuration not stated),1.0,3.8,-3.9,99.0,7.1,105.0,11.3,18.9,13.1
O=C(Nc1ccc(F)cc1F)c1cc2n(n1)C(C(F)(F)F)C1CCCCC1N2 (configuration not stated),5.0,0.7,2.4,101.0,0.9,97.0,2.1,47.7,-8.5
CCOc1ccc(/C=N/NC(=O)C(O)c2ccccc2)c(O)c1 (configuration not stated),1.0,0.4,-8.3,100.0,-0.5,100.0,-16.9,24.1,-19.7
CCN(CC)S(=O)(=O)c1csc(C(=O)OCC(=O)c2ccccc2)c1,-5.0,4.6,-4.8,101.0,5.4,99.0,-8.6,-7.1,-4.7
NC(=O)CSc1ncnc2c1cnn2Cc1ccccc1,5.0,1.3,-3.0,103.0,0.2,102.0,34.5,35.2,-4.5
O=C(N/N=C1\CCSc2ccc(F)cc21)c1cccnc1,0.0,-0.1,5.2,102.0,0.9,101.0,-4.4,30.3,-3.4
COC(=O)CN1C(=O)COc2ccc(S(=O)(=O)N3CCCC3)cc21,-2.0,0.8,-8.4,100.0,0.8,99.0,7.1,-3.2,-12.5
[O-]/C(=C(\C(=S)Nc1ccccc1F)[n+]1ccccc1)c1ccc(-c2ccccc2)cc1,-2.0,-0.9,0.7,98.0,-1.6,95.0,14.0,-115.4,2.3
COc1ccc(OC)c(C(=O)CSc2nc3ncccc3[nH]2)c1,2.0,0.5,-4.8,100.0,-1.1,98.0,14.5,45.1,0.5
C/C(=N\NC(=O)C(O)c1ccccc1)c1cccnc1 (configuration not stated),-2.0,.,-1.8,104.0,.,104.0,26.5,36.4,-22.1
CC1CN(C(=O)/C=C/c2ccccc2[N+](=O)[O-])CC(C)O1 (configuration not stated),-4.0,0.3,-5.7,99.0,0.0,93.0,11.0,-11.4,-8.9
Cc1ccc(C(=O)Nc2ccc(NC(=O)c3cccs3)cc2)cc1[N+](=O)[O-],-5.0,2.5,-1.1,104.0,1.1,96.0,-14.4,36.7,-7.2
COc1ccc(CC(=O)OCC(=O)NCCc2ccccc2)cc1OC,6.0,2.4,-1.2,97.0,0.6,105.0,18.1,1.6,-1.5
O=c1[nH]c(/C(Cl)=C/c2cc(Cl)ccc2O)nc2cc(Cl)ccc12,-1.0,0.7,4.2,99.0,2.5,98.0,19.4,-4.0,0.3
CCc1ccc2[nH]c(C(=O)Nc3ccc(Br)c(C)n3)cc2c1,-9.0,.,-9.7,88.0,.,88.0,10.7,31.6,-17.5
O=C(O)C1CC(O)CN1C(=S)Nc1ccccc1 (configuration not stated),0.0,0.2,0.2,100.0,1.3,102.0,-7.5,5.8,-3.6
Cc1cc2c(NC(=O)CCCC(=O)O)cccc2nn1,5.0,-0.8,1.5,105.0,0.9,103.0,.,37.0,-22.9
CCOc1ccc(-c2nc(-c3cccnc3)no2)cc1OCC,4.0,0.4,-5.3,100.0,-1.9,99.0,23.6,9.1,-10.0
CCc1cccc(C)c1NC(=O)c1cccc(N(C)C)c1,4.0,-0.1,-5.3,99.0,-2.7,102.0,8.1,24.2,-4.4
CC(C)(C)c1ccc(C(=O)NCCNC(=O)c2ccco2)cc1,-3.0,3.4,-8.4,102.0,0.1,98.0,27.7,27.9,3.6
Cc1nc(CCNC(=O)Cc2ccc(Cl)cc2)cs1,7.0,-0.2,.,102.0,-1.3,108.0,39.5,-34.2,-5.1
COc1cccc(/C=N/NC(=O)C[n+]2ccccc2)c1O,-1.0,-0.8,0.0,94.0,0.3,99.0,35.7,-16.3,-1.0
Cc1c(C)c2cc(Cl)c(OCC(=O)NCCCn3ccnc3)cc2oc1=O,6.0,0.3,2.7,105.0,0.1,110.0,2.7,-9.6,-0.2
Cc1cc(C)cc(N(CC(=O)N2CC=C(c3ccccc3)CC2)S(=O)(=O)c2c(C)noc2C)c1,5.0,1.1,-2.2,112.0,-0.8,112.0,-4.7,16.6,-8.6
CC(=O)Nc1ccc(N/C=C/C(=O)c2ccc(C)o2)cc1,-2.0,1.1,-2.8,99.0,-0.2,91.0,3.6,-2.2,-13.0
CCOCCSC1=C(C#N)C(c2cccs2)C(C(C)=O)=C(C)N1 (configuration not stated),3.0,-0.5,-6.3,107.0,-2.1,108.0,8.9,24.8,-10.2
CCOc1ccccc1NC(=O)CCS(=O)(=O)c1ccc2c(c1)CCN2C(C)=O,2.0,-0.4,6.1,104.0,0.1,104.0,29.0,38.0,-9.5
COc1ccc(OCC(O)Cn2c(Nc3ccccc3)nc3c2c(=O)n(C)c(=O)n3C)cc1 (configuration not stated),-4.0,-0.2,-2.1,95.0,-0.8,98.0,0.8,2.7,-9.5
Cc1ccc2nc(SCc3nc4c(cnn4-c4ccccc4)c(=O)[nH]3)[nH]c2c1,.,7.5,-0.3,.,11.7,.,9.4,35.2,6.2
Cc1ccc(NC(=O)C2(c3ccccc3)CC2(Cl)Cl)cc1C (configuration not stated),.,-0.9,-5.1,.,-2.4,.,-0.4,24.4,-4.0
COc1ccc(-c2n[nH]c(=S)n2-c2ccc(C)cc2)cc1OC,4.0,-0.2,-4.0,103.0,-0.9,103.0,-3.6,-75.3,-16.6
C=CCNC(=O)c1ccc(N(C)S(=O)(=O)c2ccc(OC)cc2)cc1,-2.0,-0.4,-5.8,98.0,0.9,97.0,4.1,-4.2,7.6
CSc1snc(SCC(N)=O)c1C#N,-4.0,-0.1,-1.2,97.0,1.8,97.0,-4.9,34.2,4.1

# A draw from above in order of SMILES length, lowest first:
SMILES,MEKK2mut PB1 HTS,V1R ag counter,GalR3 antag,MEKK3 PB1 HTS,OXTR agonist,MEKK2wt PB1 HTS,NALP1 inh,PHOSPHO1 block,GPR7 antagonist
CC(=O)Nc1ccc(N/C=C/C(=O)c2ccc(C)o2)cc1,-2.0,1.1,-2.8,99.0,-0.2,91.0,3.6,-2.2,-13.0
Cc1ccc(NC(=O)C2(c3ccccc3)CC2(Cl)Cl)cc1C (configuration not stated),.,-0.9,-5.1,.,-2.4,.,-0.4,24.4,-4.0
COc1ccc(-c2n[nH]c(=S)n2-c2ccc(C)cc2)cc1OC,4.0,-0.2,-4.0,103.0,-0.9,103.0,-3.6,-75.3,-16.6
Cc1c(C)c2cc(Cl)c(OCC(=O)NCCCn3ccnc3)cc2oc1=O,6.0,0.3,2.7,105.0,0.1,110.0,2.7,-9.6,-0.2
Cc1ccc2nc(SCc3nc4c(cnn4-c4ccccc4)c(=O)[nH]3)[nH]c2c1,.,7.5,-0.3,.,11.7,.,9.4,35.2,6.2
COc1ccc(OCC(O)Cn2c(Nc3ccccc3)nc3c2c(=O)n(C)c(=O)n3C)cc1 (configuration not stated),-4.0,-0.2,-2.1,95.0,-0.8,98.0,0.8,2.7,-9.5

# Screening data as filed in PubChem BioAssay.
